Source: PubChem (National Center for Advancing Translational Sciences (NCATS))
D1 antag = antagonists of human D1 dopamine receptor; P21728; HEK293 TREx D1 cells, calcium flux, dopamine EC80; stronger effect = lower value; activity change, negative = inhibition, % at 10 µM; hit rate 3.2% among 360,000; in the data active = activity change below about -30%; also: % is scaled to controls: 0 for no effect and ±100 for the full control effect
Target sequence (P21728 whole entry, looked up): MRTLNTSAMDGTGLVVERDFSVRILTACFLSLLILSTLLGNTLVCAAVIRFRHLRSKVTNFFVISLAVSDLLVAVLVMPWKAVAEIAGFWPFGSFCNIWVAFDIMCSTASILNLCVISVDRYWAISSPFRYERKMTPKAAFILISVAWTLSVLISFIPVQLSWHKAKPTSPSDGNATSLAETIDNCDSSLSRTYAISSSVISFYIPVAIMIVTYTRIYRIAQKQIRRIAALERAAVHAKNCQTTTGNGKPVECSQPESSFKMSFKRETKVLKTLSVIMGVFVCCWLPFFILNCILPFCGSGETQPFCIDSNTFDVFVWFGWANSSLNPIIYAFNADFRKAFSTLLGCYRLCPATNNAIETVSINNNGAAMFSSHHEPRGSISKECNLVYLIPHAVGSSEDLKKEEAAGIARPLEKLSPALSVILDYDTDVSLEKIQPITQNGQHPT
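Calcium flux readout: force-coupled, inducible Hek293 Trex D1 line, cells induced overnight at 30 C with tetracycline, dye-loaded 30–90 min at RT. Antagonism scored against EC80 dopamine challenge given 180 s after compound.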
D1 ag = human D1 receptor agonism | P21728 | HEK293 T-REx D1 cells, calcium flux, agonist mode | activation, % at 2 µM | hit rate 1% among 360,000 | AID 504660; in the data active = activation above about 30%; also: 0% is about no effect
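Agonism was scored from calcium flux recorded over 180 s (1 read/s) after pintool compound addition, following a 10-cycle baseline. Cells were inducible force-coupled HEK293 TREx D1, plated overnight at 30 C and loaded with no-wash calcium dye.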
D2 potentiator = D2 dopamine receptor (human) potentiation; P14416; HEK293 T-REx D2, calcium flux, EC20 dopamine potentiation; potentiation, % at 10 µM; hit rate 0.34% among 340,000; AID 485347;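 active = potentiation over 3 SD above the plate norm, cut at about 30% in these data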; also: 0% is about no effect
Target sequence (P14416 whole entry, looked up): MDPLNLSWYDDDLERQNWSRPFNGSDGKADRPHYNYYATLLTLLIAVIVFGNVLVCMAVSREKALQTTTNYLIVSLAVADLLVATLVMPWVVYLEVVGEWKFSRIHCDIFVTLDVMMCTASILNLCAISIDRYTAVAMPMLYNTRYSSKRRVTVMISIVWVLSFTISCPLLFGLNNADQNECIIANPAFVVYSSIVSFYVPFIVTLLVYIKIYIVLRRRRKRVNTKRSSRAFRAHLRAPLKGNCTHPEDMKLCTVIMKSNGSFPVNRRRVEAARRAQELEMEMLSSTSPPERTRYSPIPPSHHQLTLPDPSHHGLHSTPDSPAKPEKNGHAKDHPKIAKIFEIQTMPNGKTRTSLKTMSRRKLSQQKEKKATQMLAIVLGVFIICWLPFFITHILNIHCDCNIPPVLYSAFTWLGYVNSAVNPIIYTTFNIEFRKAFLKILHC
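Cells plated with tetracycline inducer and held overnight at 30 C; calcium dye loaded 30–90 min at room temperature; baseline taken, compound added and read 180 s; EC20 dopamine then added and read 180 s.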
Vif-APOBEC3F blk = blocks the Vif interaction with APOBEC3F | HeLa A3F-eYFP + Vif (tagged APOBEC3F with the HIV-1 protein that degrades it), YFP fluorescence increase | Potency, µM (series often up to 46.1 µM), without a hit: at the top dose activity, negative = active | hit rate 0.2% among 390,000 | AID 602313; also: potency is read from the fitted curve at half-maximal effect; % of control where 0% means no effect; nearly all actives have a fitted effect of over 65% in size
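HeLa cells stably expressing Vif plus C-terminally eYFP-tagged A3F were seeded, incubated overnight at 37 deg C, dosed with compound, incubated overnight again at 37 deg C. Yellow fluorescence (Ex 488/Em 500-530) reported blocked Vif-mediated A3F-eYFP degradation.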
GRP78 ERSR act = ER stress response induction in glioma; Potency, µM, for the others: at the top dose activation, hits mostly activators; hit rate 0.02% among 420,000; U87-MG GRP78 promoter luciferase reporter, 16 h; also: potency is read from the fitted curve at half-maximal effect; series mostly up to about 76 µM; % of control where 0% means no effect; nearly all actives have a fitted effect of over 35% in size
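Stably transfected U87-MG human glioma cells carrying a GRP78-based luminescent sensor were seeded at 1000 cells/well, pin-dosed with compounds and incubated 16 h. Luciferase reagent was then added, and end-point luminescence was read after 10 min at room temperature.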
D1 PAM = potentiators of human D1 dopamine receptor | P21728 | HEK293 TREx D1 cells, calcium flux, dopamine EC20 potentiation | potentiation, % at 10 µM | hit rate 0.036% among 360,000; in the data active = potentiation above about 30%; also: 0% is about no effect
Vif-APOBEC3G blk = Vif-A3G binding inhibition. Q9HC16. HeLa A3G-eYFP + Vif (tagged APOBEC3G with the HIV-1 protein that degrades it), YFP fluorescence, overnight. Potency, µM (titrated, usually from 46.1 µM), without a hit: at the top dose activity, negative = active, actives largely listed as inhibitors. hit rate 0.076% among 410,000. AID 602310;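 also: potency is read from the fitted curve at half-maximal effect; % is scaled to controls: 0 for no effect and ±100 for the full control effect; nearly all actives have a fitted effect of over 60% in size; hits raise eYFP signal because A3G escapes Vif-driven loss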
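HeLa cells stably expressing Vif and C-terminally eYFP-tagged A3G, seeded overnight at 37 deg C, then exposed to compound by pintool overnight at 37 deg C. Rise in yellow fluorescence (Ex 488/Em 500-530, Acumen) marks blocked Vif-driven A3G degradation.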
LDHA block = LDHA (human) enzyme inhibition; P00338; purified LDHA, NADH/diaphorase-resazurin fluorescence; stronger effect = lower value; activity change, % (values are at about 110 or 230 µM); hit rate 0.15% among 480,000; AID 1347041; in the data active = activity change below about -30%; inconclusive = mostly about -25% to -30%;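 also: plate controls were DMSO wells for no effect and wells without enzyme for full effect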
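LDH5 2 nM; NADH 0.06 mM, pyruvate 0.2 mM; 200 mM Tris pH 7.4, EDTA, Tween-20; 5 min RT. Detection: diaphorase 0.133 mg/mL + resazurin 37 µM, fluorescence ex540/em590 at 0 and 20 min; normalized to enzyme-free and DMSO wells.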
RXFP1 ag = agonists of human relaxin receptor RXFP1. AID 2676. hit rate 0.3% among 370,000. HEK293T-RXFP1 cAMP TR-FRET, 30 min; response scale: percent of porcine relaxin response, buffer zero. Potency, µM (titrated, usually from 57.5 µM), inactives show top-dose activation, usual class: activators. Q9HBX9; also: potency is read from the fitted curve at half-maximal effect; % is scaled to controls: 0 for no effect and ±100 for the full control effect; nearly all actives have a fitted effect of over 60% in size; many of its hits are not listed in these tables
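HEK293 cells stably expressing RXFP1, treated 30 min at 37C with compounds plus PDE4 inhibitor Ro 20174; cAMP measured by HTRF TR-FRET. Normalized to buffer and 29 nM porcine relaxin; EC50 by Hill fit.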
* hit, by the source's call; ? = inconclusive; nt = not tested or not shown; & = joins results of further samples; [ ] = dose if it differs, or a comment. Unless noted, calls follow the shape of the dose curve; as a rule, active = well fitted curve in the direction sought with a large enough effect; inconclusive = small, poorly fitted or top-dose-only effect, or another doubt; inactive = no such curve, though single readings can be large; an effect the other way counts as inactive or inconclusive. A portion of the library. The share of hits here may be higher or lower than overall.

1: Cc1ccc(C(=O)OC(C(=O)Nc2ccc(Cl)cc2C(F)(F)F)c2ccccc2)cc1 (configuration not stated)
2: O=C(NCCc1nc2ccccc2n1CCOc1ccc(Cl)cc1)C1CCCCC1
3: OCCN1CCN(CC(O)COCCOc2ccc(Br)cc2)CC1 (configuration not stated)
4: CCOC(=O)Cc1csc(NC(=O)c2ccc(Br)o2)n1
5: Cn1c(=O)c2c(nc(N3CCN(c4ccccn4)CC3)n2Cc2ccccc2Cl)n(C)c1=O
6: CC(C)COc1ccc(C(=O)OCC(=O)NCCC2=CCCCC2)cc1
7: N#CC1=C(N)Nc2nc3ccccc3n2C1c1ccc(F)cc1 (configuration not stated)
8: COc1ccc(CCNC(=O)COC(=O)/C=C/c2ccc(OCC#N)c(OC)c2)cc1OC
9: Cc1nn(Cc2ccccc2)c(N)c1C#N
10: CC(=O)N1CCc2cc(S(=O)(=O)NCC(=O)NCc3ccccc3Cl)ccc21

entry no.	1	2	3	4	5	6	7	8	9	10
D1 antag	8	-4	-8	-11	-10	10	-11	-17	12	-7
D1 ag	6	17	7	2	0	12	-1	7	2	6
D2 potentiator	8	12	-4	4	8	-7	-5	24	-1	0
Vif-APOBEC3F blk	-1%	nt	1%	-1%	0%	4%	-7%	2%	-2%	-6%
GRP78 ERSR act	-3%	-6%	0%	0%	-4%	-2%	-1%	-3%	-1%	-3%
D1 PAM	-2	-3	-5	10	8	-7	-9	-8	-7	-2
Vif-APOBEC3G blk	-12%	-7%	1%	-3%	1%	-7%	-1%	1%	-1%	0%
LDHA block	1	0	1	2	3&-2	-2	-1	-6	-11	-9
RXFP1 ag	3.2%	-0.7%	-0.9%	0.3%	-1.7%	1.6%	-0.6%	3.7%	1.0%	2.9%

Given with tabs: 3 of the compounds above.
entry	SMILES	D1 antag	D1 ag	D2 potentiator	Vif-APOBEC3F blk	GRP78 ERSR act	D1 PAM	Vif-APOBEC3G blk	LDHA block	RXFP1 ag
1	Cc1ccc(C(=O)OC(C(=O)Nc2ccc(Cl)cc2C(F)(F)F)c2ccccc2)cc1 (configuration not stated)	8	6	8	-1%	-3%	-2	-12%	1	3.2%
2	O=C(NCCc1nc2ccccc2n1CCOc1ccc(Cl)cc1)C1CCCCC1	-4	17	12	nt	-6%	-3	-7%	0	-0.7%
3	OCCN1CCN(CC(O)COCCOc2ccc(Br)cc2)CC1 (configuration not stated)	-8	7	-4	1%	0%	-5	1%	1	-0.9%

Further structures follow.
11: CC(=O)Cc1nsc(NC(=O)c2ccc(-c3cccc(Cl)c3)o2)n1
12: Cc1cc(C)cc(-n2c(SCC(=O)NCc3ccc(F)cc3)nc3c([nH]c4ccccc43)c2=O)c1
13: O=C(COC(=O)C1CCN(S(=O)(=O)c2cccs2)CC1)Nc1ccc(F)cc1Cl
14: NC(=O)c1c(NC(=O)CN2C(=O)CCC2=O)sc2c1CCCCC2
15: O=C(CCc1nnc(CCCCc2ccccc2)o1)NC(c1cccnc1)C(F)(F)F (configuration not stated)
16: COc1ccc(/C=C/C(=O)c2ccc(Cl)cc2)c(OC)c1
17: CCC(=O)N1CCc2cc(Br)cc(S(=O)(=O)N3CCCC(C(=O)Nc4ccc(OC)cc4OC)C3)c21 (configuration not stated)
18: NC(=O)C1CCN(S(=O)(=O)c2ccc(N3CCCCS3(=O)=O)cc2)CC1
19: Cc1cc(CNC(=O)C2(C(F)(F)F)CC(CCCO)CCCO2)nn1C (configuration not stated)
20: CSCC[C@H](NC(=O)COc1ccc(Cl)cc1Cl)c1nc2ccccc2[nH]1

entry no.	11	12	13	14	15	16	17	18	19	20
D1 antag	-5	4	nt	10	-2	-24	-1	4	nt	14
D1 ag	12	5	nt	1	2	7	-2	-2	nt	-1
D2 potentiator	8	4	nt	4	8	-3	-10	3	nt	-21
Vif-APOBEC3F blk	0%	1%	5%	-3%	1%	-13%	-2%	8%	6%	-14%
GRP78 ERSR act	-1%	-1%	-2%	-3%	-2%	8%	-1%	0%	-3%&-5%	-3%
D1 PAM	3	-3	nt	16	0	-6	1	0	nt	-5
Vif-APOBEC3G blk	?	-9%	2%	0%	1%	-26%	-3%	3%	-3%&3%	-6%
LDHA block	-1	-3	-6	-2	-3	-2	0	3	-1	2
RXFP1 ag	-0.4%	-0.6%	nt	0.1%	-1.7%	-4.1%	1.3%	0.1%	nt	0.0%

21: Cc1c(NC(=O)CSc2nnc(C(C)N(C)C)n2-c2ccccc2)c(=O)n(-c2ccccc2)n1C (configuration not stated)
22: COc1ccc(N(CC(=O)NCc2ccc(F)cc2)C(=O)CCC(=O)Nc2nccs2)cc1
23: Cc1cc(C)cc(NC(=O)NCCc2c(C)nn(C)c2C)c1
24: N/C(=N\OC(=O)N1CCOCC1)c1ccc(Cl)cc1
25: O=C(CC1C(=O)NCCN1C(=O)Nc1ccc(F)cc1F)Nc1cc(Cl)ccc1Cl (configuration not stated)
26: CCn1c(SCC(=O)c2ccc(OC)cc2)nnc1C1CC1
27: COc1ccc(OC)c(NC(=O)CN(C)S(=O)(=O)c2ccc3nc(C)sc3c2)c1
28: COc1ccc(S(=O)(=O)NCC(=O)N(CC(=O)NCC2CCCO2)c2cc(C)ccc2C)cc1 (configuration not stated)
29: CC(Sc1nnnn1C1CCCC1)C(=O)Nc1cccc(S(=O)(=O)N2CCOCC2)c1 (configuration not stated)
30: CCOC(=O)N1CCc2cc(OC)c(OC)c3c2c1cc1cc(OC)c(OC)cc13

entry no.	21	22	23	24	25	26	27	28	29	30
D1 antag	nt	8	-7	2	2	8	9	0	2	nt
D1 ag	nt	3	0	2	5	1	-2	1	1	nt
D2 potentiator	nt	-32	nt	16	-3	1	-1	13	-18	nt
Vif-APOBEC3F blk	3%	?	2%	3%	-6%	6%	-4%	-1%	3%	?
GRP78 ERSR act	0%	-3%	1%	7%	2%	-3%	-3%	-3%	-3%	-3%
D1 PAM	nt	14	0	-5	3	-2	-1	-5	0	nt
Vif-APOBEC3G blk	2%	-10%	-2%	-13%	-1%	1%	1%	-4%	-5%	?
LDHA block	-8	5	-6	-3	0	-3	-1	-7	-4	11
RXFP1 ag	nt	0.8%	1.3%	1.0%	-12%	-1.5%	2.5%	-0.2%	0.4%	nt

31: Nc1ccc(-c2ccc(N)c(C(=O)O)c2)cc1C(=O)O
32: CN=Cc1cc(-c2ccccc2)sc1O
33: O=C(Nc1ccc(Nc2ccncc2)cc1)c1ccc(Nc2ccnc3ccc([N+](=O)[O-])cc23)cc1
34: COc1ccc(OC)c(C2N(c3ccccn3)C(=O)C3CCCN32)c1 (configuration not stated)
35: Cn1cccc1C(=O)NNC(=O)c1ccccc1Br
36: COc1cccc(Nc2ncnc3c2cnn3C)c1
37: CCC(=O)N1N=C(c2ccc(C)o2)CC1c1ccc(OC)cc1 (configuration not stated)
38: O=C(O)CCCn1nc(C(F)(F)F)c2c1CCCCC2
39: Cc1cccnc1NC(=O)c1cc2ccccc2oc1=O
40: CCn1c(SCC(=O)NC2CCCCC2)nc2ccccc2c1=O

entry no.	31	32	33	34	35	36	37	38	39	40
D1 antag	-1	-1	20	-16	11	6	nt	-8	11	-1
D1 ag	0	0	1	3	1	0	-1	5	1	6
D2 potentiator	5	-6	-6	11	6	1	7	13	-8	-18
Vif-APOBEC3F blk	0%	-1%	15%	-7%	10%	-2%	1%	nt	-24%	3%
GRP78 ERSR act	-5%	3%	-6%	-3%	1%	-1%	0%	-3%	-6%	-2%
D1 PAM	-6	2	-2	-2	0	-4	-2	-5	0	0
Vif-APOBEC3G blk	-1%	-2%	3%	-7%	-4%	2%	0%	0%	-1%	0%
LDHA block	-7	-4	-4	-3	0	-1	1	-2	-6	-14
RXFP1 ag	-56%[inhibitor]	-0.2%	-1.1%	3.3%	-1.6%	5.0%	0.2%	0.8%	0.8%	1.6%

41: O=C(Cn1cnc(S(=O)(=O)N2CCCC2)c1)Nc1cccc(Br)c1
42: O=C(NCc1cccs1)C1CCC(CNS(=O)(=O)c2cccc3nsnc23)CC1 (configuration not stated)
43: CCOc1ccc(NC(N)=O)cc1OCC
44: COc1cccc(C(c2cccc(OC)c2)c2ccccc2C(=O)O)c1
45: Cc1nc2nc[nH]n2c(=O)c1CCC(C)C
46: NC(=O)Cn1nc([N+](=O)[O-])nc1Oc1ccccc1C(=O)N1CCOCC1
47: O=C(CSc1nc2ccccc2s1)Nc1nccs1
48: O=c1[nH]n2c(=O)c3c([nH]c2c1N=Nc1ccccc1)CCC3

entry no.	41	42	43	44	45	46	47	48
D1 antag	-4&-5	-2	-12	nt	21	1	-9	-4
D1 ag	0&2	5	0	nt	4	1	2	3
D2 potentiator	4&1	1	5	nt	-6	-1	20	7
Vif-APOBEC3F blk	1%&8%	-8%	1%	-11%	-10%	-7%	-4%	-9%
GRP78 ERSR act	-4%&-2%	-5%	-5%	-2%	-4%	2%	0%	5%
D1 PAM	-5&-7	-4	1	nt	1	-3	-5	-7
Vif-APOBEC3G blk	1%&-2%	2%	0%	-1%	0%	-1%	-2%	3%
LDHA block	-4&-14	-10	-4	-12	-6	8	0	1
RXFP1 ag	-0.4%&-1.7%	0.1%	1.5%	nt	1.8%	-0.1%	1.4%	-0.3%

2 entries from above, field by field:
44: COc1cccc(C(c2cccc(OC)c2)c2ccccc2C(=O)O)c1
- D1 antag = nt
- D1 ag = nt
- D2 potentiator = nt
- Vif-APOBEC3F blk = -11%
- GRP78 ERSR act = -2%
- D1 PAM = nt
- Vif-APOBEC3G blk = -1%
- LDHA block = -12
- RXFP1 ag = nt

45: Cc1nc2nc[nH]n2c(=O)c1CCC(C)C
- D1 antag = 21
- D1 ag = 4
- D2 potentiator = -6
- Vif-APOBEC3F blk = -10%
- GRP78 ERSR act = -4%
- D1 PAM = 1
- Vif-APOBEC3G blk = 0%
- LDHA block = -6
- RXFP1 ag = 1.8%
